Screens (PubChem BioAssay)
aSyn rescue: rescues yeast growth from alpha-synuclein toxicity; AID 652106; Yeast expressing alpha-synuclein, growth rescue, BacTiter-Glo, 24 h; Potency, µM (highest dose often 46.1 µM), inactives show at the top dose growth rescue (activation), most hits filed as activators; 370,000 compounds, 0.14% hits; further: potency means the concentration at half of the fitted maximal effect; % of control where 0% means no effect; nearly all actives have a fitted effect of over 65% in size
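Galactose-induced alpha-syn yeast (OD600=0.02, raffinose-pregrown) + pinned cpd, 24 hr, 30 deg C; growth by BacTiter-Glo luminescence. Growth restoration scores as activation.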
D3 ag: agonists of human D3 dopamine receptor. AID 652048. max activation, %. P35462. D3R DiscoveRx beta-arrestin cells, luminescence, 90 min. 410,000 compounds, 0.58% hits; in the data active means max activation above about 30%; further: 0% is about no effect; mostly tested at two doses, the higher about 12 µM
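Agonist-mode cell screen: cells plated at 1500/well and incubated overnight at 37 °C, then exposed to library compounds for 90 min at 37 °C. Detection reagent was added for 30–60 min at room temperature, and luminescence was read.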
D3 antag: blocks the human D3 dopamine receptor; D3R cells, DiscoveRx beta-arrestin luminescence, antagonist mode; active compounds read low; max response, negative = inhibition, %; 360,000 compounds, 2.5% hits; AID 652054; in the data active means max response below about -50%; inconclusive means no clear call, values can overlap the other calls; further: on the % scale 0 is the no-effect control and ±100 the full control effect; mostly tested at two doses, the higher about 12 µM
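Cells plated overnight at 1500 cells/well, then exposed to library compounds with dopamine controls for 90 minutes at 37 degrees C. DiscoveRx reagent added for 30–60 minutes at room temperature; luminescence read, quantitative HTS format.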
Abeta yeast res: compounds reversing amyloid beta toxicity in yeast; yeast expressing A-beta42, growth rescue, OD600, 48 h; response scale: 0% DMSO, 100% iron-clioquinol control; Potency, µM (highest dose often 46.1 µM), for the others: at the top dose growth rescue, hits mostly activators; 410,000 compounds, 0.063% hits; AID 1347071; further: potency means the concentration at half of the fitted maximal effect; nearly all actives have a fitted effect of over 55% in size
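Yeast growth medium received pinned compounds, then yeast cells expressing toxic A-beta were added; plates incubated at 30 C for 48 hr. Growth read as absorbance at 600 nm, normalized to DMSO and equimolar FeCl3 plus clioquinol controls.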
FUS yeast rescue: rescues growth of FUS-expressing yeast | S. cerevisiae FUS-expressing, growth rescue, OD600, 24 h | 390,000 compounds, 0.24% hits | AID 1347120 | Potency, µM (doses to about 76.6 µM), inactives show top-dose growth rescue (activation), usual class: activators;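 further: potency means the concentration at half of the fitted maximal effect; plate controls were DMSO vehicle for no effect and reference control for full effect; nearly all actives have a fitted effect of over 55% in size; some results filed as inactive show a strong effect at the top dose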
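FUS-expressing yeast, raffinose-pregrown, induced in 2% galactose minimal medium at OD 0.005; compounds in a dilution series, 24hr at 30C. Growth restoration read as absorbance at 600 nm. CP55940 positive control, DMSO negative.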
TDP-43 yeast inh: TDP-43 toxicity inhibition in yeast. TDP-43 expressing yeast growth rescue, BacTiter-Glo, 24 h. Potency, µM (top dose mostly 46.1 µM), without a hit: top-dose growth rescue (activation), hits mostly activators. 410,000 compounds, 1.8% hits. AID 652104; further: potency means the concentration at half of the fitted maximal effect; % of control where 0% means no effect; nearly all actives have a fitted effect of over 50% in size
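Readout is BacTiter-Glo luminescence of cell growth, so inhibitors register as activators. TDP-43-expressing yeast at OD600=0.02 in galactose medium, after raffinose pregrowth to mid-log, were incubated with compound for 24 hr at 30 deg C.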
EPAC2 antag: EPAC2 (human) antagonism; Q8WZA2; EPAC2 GEF exchange of Rap1B-BODIPY-GDP, fluorescence; Potency, µM (series often up to 114 µM), without a hit: at the highest dose activity, negative = inhibition, hits mostly inhibitors; 360,000 compounds, 0.18% hits; further: potency means the concentration at half of the fitted maximal effect; on the % scale 0 is the no-effect control and ±100 the full control effect; nearly all actives have a fitted effect of over 45% in size; many of its hits are not listed in these tables
Target sequence (Q8WZA2 whole entry, looked up): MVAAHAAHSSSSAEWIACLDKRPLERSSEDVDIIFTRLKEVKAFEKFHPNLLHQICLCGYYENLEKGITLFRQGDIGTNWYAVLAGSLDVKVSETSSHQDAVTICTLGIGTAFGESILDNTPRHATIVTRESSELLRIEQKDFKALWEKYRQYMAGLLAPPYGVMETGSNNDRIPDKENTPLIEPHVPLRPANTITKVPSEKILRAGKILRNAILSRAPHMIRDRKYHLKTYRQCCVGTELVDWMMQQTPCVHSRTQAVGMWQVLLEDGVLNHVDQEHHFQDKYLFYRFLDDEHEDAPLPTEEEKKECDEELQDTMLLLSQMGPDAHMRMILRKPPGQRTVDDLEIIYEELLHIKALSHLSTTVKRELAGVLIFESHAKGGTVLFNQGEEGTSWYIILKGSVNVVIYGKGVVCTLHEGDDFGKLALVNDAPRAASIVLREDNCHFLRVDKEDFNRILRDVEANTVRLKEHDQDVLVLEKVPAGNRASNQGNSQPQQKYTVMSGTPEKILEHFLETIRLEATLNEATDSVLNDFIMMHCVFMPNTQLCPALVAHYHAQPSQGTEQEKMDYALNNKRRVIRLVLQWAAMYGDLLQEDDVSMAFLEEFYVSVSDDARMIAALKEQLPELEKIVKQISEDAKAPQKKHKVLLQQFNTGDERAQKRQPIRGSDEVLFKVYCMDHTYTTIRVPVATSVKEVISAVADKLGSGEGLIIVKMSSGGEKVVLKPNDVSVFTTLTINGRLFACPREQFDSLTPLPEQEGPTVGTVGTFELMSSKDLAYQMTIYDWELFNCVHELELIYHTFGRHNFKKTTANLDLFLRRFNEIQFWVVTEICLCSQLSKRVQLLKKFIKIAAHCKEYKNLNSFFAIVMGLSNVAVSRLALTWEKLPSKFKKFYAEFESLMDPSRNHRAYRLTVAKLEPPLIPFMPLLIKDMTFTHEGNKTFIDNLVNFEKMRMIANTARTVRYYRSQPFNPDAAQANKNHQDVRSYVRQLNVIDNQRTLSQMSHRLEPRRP
EPAC2 ag: EPAC2 (human) agonism | Q8WZA2 | AID 720711 | 360,000 compounds, 0.079% hits | Potency, µM (highest dose often 154 µM), without a hit: top-dose activation, actives largely listed as activators | EPAC2 activation, biochemical qHTS; response scale: 100% = 6.5 mM cAMP response; further: potency means the concentration at half of the fitted maximal effect; nearly all actives have a fitted effect of over 50% in size
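Each well held 100 nM EPAC2, 250 nM RAP1B-BODIPY-GDP and 50 uM GDP. Fluorescence, read at 5-min intervals to 30 min, was referenced to a 6.5 mM cAMP positive control.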
An asterisk follows results filed as active; ? = inconclusive; . = not tested or not shown; & = joins results of further samples; ! = a repeat was not active. Unless noted, the call rests on the fitted dose curve; in most records, active means well fitted curve in the direction sought with a large enough effect; inconclusive means small, poorly fitted or top-dose-only effect, or another doubt; inactive means no such curve, though single readings can be large; an effect the other way counts as inactive or inconclusive.

Compound	aSyn rescue	D3 ag	D3 antag	Abeta yeast res	FUS yeast rescue	TDP-43 yeast inh	EPAC2 antag	EPAC2 ag
N#Cc1ncc(-c2ccc3c(c2)OCCOCCOCCOCCO3)nc1C#N	1%	-10	6	-12%	.	-18%	-6%	-3%
COC(=O)Cn1c(=NC(=O)c2ccc3c(c2)OCCO3)sc2ccccc21	.	-1	.	-10%	-15%	15%	.	.
O=C(N[C@@H]1C/C=C\C[C@H](CC(=O)N(CCO)Cc2ccccc2)C(=O)NC[C@@H](c2ccccc2)OC1=O)OCC1c2ccccc2-c2ccccc21	3%	-3	25	6%	?	4%	-10%	-1%
CCOc1ccc(Cn2c3ccc(OC)cc3c3nc4ccccc4nc32)cc1	3%	3	28	6%	.	10%	15%	2%
C=CCSC1=C(C#N)C(c2ccc(OCC)cc2)CC(=O)N1 (stereo unspecified)	2%	-6	-2	-2%	-7%	6%	-23%	1%
Cc1ccc(S(=O)(=O)N2CCCN(C(=O)CNC(=O)c3ccccc3)CC2)cc1	-7%	-4	-6	14%	2%	19%	-4%	0%
CCNC(=O)CN(C1CCCCC1)S(=O)(=O)c1ccc(F)cc1	-1%	0	?	11%	19%	2%	1%	-1%
O=C(CSc1nccc(-c2cccs2)n1)Nc1cccc(Cl)c1	3%	13	8	13%	46%	14µM*	-11%	8%
O=C(NC(NC(=S)Nc1ccccc1O)C(Cl)(Cl)Cl)c1ccco1 (stereo unspecified)	1%	4	-16	15%	22%	16%	-9%	-8%
COc1ccc(C(c2c(C)[nH][nH]c2=O)c2c(C)[nH][nH]c2=O)cc1Br	2%	-8	7	-12%	-10%	-1%	7%	5%
CC(C)N(Cc1nccn1C)C(=O)CC1C(=O)NCCN1Cc1ccc(F)c(F)c1 (stereo unspecified)	-5%	1	0	16%	-3%	19%	0%	9%
CC(=O)c1c(COC(=O)c2ccccc2)nc2ccccc2[n+]1[O-]	-1%	2	30	?	22%	?	2%	3%
CCN1C(=O)[C@H]2[C@@H](c3ccc(-c4cccc(Cl)c4)cc3)N[C@@](CC(C)C)(C(=O)OC)[C@H]2C1=O	4%	21	?	3%	17%	5%	4%	2%
Cc1ccccc1/C=C(\C#N)c1nc(-c2ccc(Cl)cc2)cs1	.	-3	.	-5%	24%	18%	.	.
COc1ccc(N/N=C(\C=N\O)C(=O)c2ccc(OC)cc2)cc1	9%	-11	-5	0%	.	6%	1%	9%
Cc1ccc(CNC(=O)CSc2ncccn2)cc1	-6%	0	-16	-1%	2%	-7%	11%	-4%
CC1(C)N([O-])C2=C(c3ccccc3C2=O)[N+](=O)C1(C)C	-1%	1	-5	14%	17%	-25%	-3%	-2%
C#CCOCC1CN(c2ccccc2)C(=O)O1 (stereo unspecified)	-4%	0	-22	-6%	-24%	11%	0%	17%
Cc1ccc(NC(=O)Cn2ncn3c(cc4ccccc43)c2=O)c(C)c1	0%	-2&-2	-1	-4%&-12%	32µM*!	12%&15%	22%	1%
O=S(=O)(NC1CCCC1)c1ccc(S(=O)(=O)N2CCN(c3ccccc3)CC2)cc1	.	1	39	7%	0%	1%	18%	3%
CC(C)CNC(=S)N(CCCO)Cc1cc2cc3c(cc2[nH]c1=O)OCCO3	-3%	5	-3	-11%	3%	-2%	4%	0%
O=C(O)c1cc(N/N=C/c2ccc(OCc3ccccc3)cc2)ccc1Cl	-10%	-6	7	33%	22%	?	3%	10%
CCOc1ccccc1NC(=O)C(C)N1C(=O)c2ccccc2S1(=O)=O (stereo unspecified)	6%	-3	25	5%	-1%	27%	-10%	12%
COCC(=O)/C=C1\Sc2ccccc2N1C	2%	-3	-11	14%	-5%	-5%	4%	6%
Nc1ccccc1SCC(=O)Nc1nc(-c2ccccc2)cs1	-1%	1	-4	16%	1%	?	-12%	17%
COc1ccccc1C(=O)N1CCCN(C(=O)c2ccccc2OC)CC1	-5%	-10	-2	-4%	20%	-8%	22%	5%
CCN(CC)c1nc2c(-c3cccc(Br)c3)nnn2c2ccccc12	.	0	.	-10%	-13%	-2%	.	.
Cc1cc(C)n(Cc2ccc(Cl)c(Cl)c2)c(=O)c1S(=O)(=O)c1ccccc1	4%	5	13	1%	.	13%	5%	7%
Cc1cc(-c2nc3cc(F)ccc3s2)ccc1N	-6%	-8	2	-11%	.	28%	0%	17%
CCN(CC)S(=O)(=O)c1ccc(NC(=O)C2CCCO2)cc1 (stereo unspecified)	-11%	2	?	-16%	34%	-6%	-17%	-3%
CCOC(=O)COc1ccc(S(=O)(=O)c2ccc(OCC(=O)OCC)cc2)cc1	?	-3	-22	32%	-10%	14%	-2%	8%
Cc1ccc(C)c(Cn2c(=O)n(Cc3ccccc3)c(=O)c3sc4ccccc4c32)c1	.	3	.	-2%	-26%	12%	.	.
O=S(=O)(Oc1ccccc1)c1cccnc1	1%	-9	-14	10%	3%	2%	2%	0%
Cc1c(C(=O)N(Cc2cccc(Cl)c2)Cc2ccco2)oc2ccccc12	.	0	.	-1%	23%	19%	.	.
CC(=O)c1ccc2c(c1)C1C=CCC1C(c1ccncc1)N2 (stereo unspecified)	5%	2	-11	0%	.	17%	0%	-5%
CCOC(=O)CON1C(=O)c2ccccc2C1=O	14%	-1	13	3%	4%	?	4%	-1%
Cc1cc(C)c2c(N)c(C(=O)N/N=C/c3ccccc3)sc2n1	0%	-4	18	10%	-7%	17%	4%	1%
O=C(N=Nc1c(O)[nH]c2ccccc12)c1cccc(S(=O)(=O)N2CCCCC2)c1	-6%	-15	-16	1%	.	13%	-3%	-5%
CC(Nc1ccc(-c2nc(-c3ccccn3)no2)cc1[N+](=O)[O-])c1ccccc1 (stereo unspecified)	.	1	.	-11%	18%	4%	.	.
N=c1nc(SCCC(=O)O)ss1	7%	1	-12	-9%	.	-1%	-13%	12%
CCOC(=O)c1cnc2c(OC)cccc2c1NCc1cccnc1	-8%	-20	-10	-8%	1%	-5%	4%	3%
CCOC(=O)C(=NC1CCS(=O)(=O)C1)NNc1ccccc1Cl (stereo unspecified)	3%	6	1	1%	-9%	4%	5%	1%
COc1ccc(CC(=O)OCCN(C)C)cc1	2%	9	-11	0%	12%	25%	13%	-4%
CSc1ccc(S(=O)(=O)N2CCC(C(=O)Nc3cccnc3)CC2)cc1	-9%	-18	-17	-4%	26%	-22%	0%	7%
O=C(NCCc1c[nH]c2ccccc12)C1CCC(=O)N(CCc2cccc(F)c2)C1 (stereo unspecified)	-3%	1	0	-2%	12%	-15%	26%	2%
COc1ccc(CCNC(=S)NCCc2c[nH]c3ccccc23)cc1	-2%	1	-3	6%	1%	-4%	-11%	20%
CCOC(=O)N1CCN(C(=O)CCS(=O)(=O)c2ccc3c(c2)CC(C)N3C(=O)CC)CC1 (stereo unspecified)	0%	0	-1	-7%	-13%	-1%	7%	1%
O=C(CNC(=O)c1ccccc1Cl)OC1CCOC1=O (stereo unspecified)	-4%	-6	3	2%	-48%	0%	0%	6%
COc1cccc(NC(=O)CN(C)C(=O)CSc2ncnc3sc(C)c(C)c23)c1	-3%	-7	-2	-2%	-9%	-14%	14%	12%
COc1ccc(C(=O)/C=C/Nc2c(C)n(C)n(-c3ccccc3)c2=O)c(OC)c1	?	-3	-16	-2%	?	?	4%	6%
CCOC(=O)C1=C(COC(=O)c2ccc(C)c(S(=O)(=O)N3CCOCC3)c2)NC(=O)NC1C (stereo unspecified)	2%	1	-1	13%	7%	19%	-2%	-1%
CCC(=O)Oc1ccc(NC(=O)c2ccc(S(=O)(=O)N3CCCC3)cc2)cc1	-1%	-4	-26	0%	-31%	25%	-15%	9%
COc1ccc(CC(=O)OCC(=O)NCC2CCCO2)cc1OC (stereo unspecified)	3%	1	8	-2%	-13%	17%	5%	-1%
O=[N+]([O-])c1ccc(S(=O)(=O)N2CCN(Cc3ccco3)CC2)cc1	-7%	-10	?	-2%	16%	-11%	-8%	16%
COc1ccc(C(=O)NCCN2C(=O)S/C(=C\c3cccnc3)C2=O)cc1[N+](=O)[O-]	8%	5	-12	-11%	32%	-24%	4%	14%
CCc1nn(C(C)C(=O)NCc2cccc(Cl)c2)c(=O)c2cc3occc3n12 (stereo unspecified)	-7%	-22	-12	-19%	19%	-8%	-9%	14%
CCOC(=O)CNC(=O)N1CCC(CCC(=O)N(C)Cc2ccccc2)CC1	2%	8	0	4%	-7%	-9%	-7%	3%
Cc1ncc2c(n1)-c1cc(F)ccc1SC2	9%	4	9	-22%	-1%	?	-3%	11%
COc1ccc(OC)c(NC(=O)CCCC(=O)NC2CCCCC2)c1	-6%	-3	-14	-6%	-17%	-15%	3%	10%
COCCn1c(NC(=S)NC(=O)C2CC2)cc(=O)[nH]c1=O	-5%	-14	-3	-8%	15%	-16%	9%	-2%

(next part)
Compound	aSyn rescue	D3 ag	D3 antag	Abeta yeast res	FUS yeast rescue	TDP-43 yeast inh	EPAC2 antag	EPAC2 ag
Cc1[nH]c2ccccc2c1C(=O)CSc1ccc(F)cc1	-5%	-27	5	0%	.	-8%	19%	9%
CCOc1cccc(NC(=O)c2ccc(S(=O)(=O)N3CCCC3)cc2)c1	0%	-7	-20	-12%	10%	26%	11%	21%
CC(C)(C)OC(=O)Nc1ccc([C@H](NC(=O)OC(C)(C)C)C(=O)OC(C)(C)C)cc1	-5%	-2	1	6%	-9%	14%	-2%	-14%
C=CCSc1nc2c(c(=O)n(C)c(=O)n2C)n1CC	-9%	-3	22	-6%	12%	-12%	10%	-7%
O=C(Nc1ccc(F)cc1)Nc1nnc(-c2ccncc2)s1	-2%	23	20	17%	30%	-14%	6%	1%

Full records, looked up by structure:
Record of CCOC(=O)CON1C(=O)c2ccccc2C1=O : aSyn rescue: 14%; D3 ag: -1; D3 antag: 13; Abeta yeast res: 3%; FUS yeast rescue: 4%; TDP-43 yeast inh: ?; EPAC2 antag: 4%; EPAC2 ag: -1%
Record of C=CCSC1=C(C#N)C(c2ccc(OCC)cc2)CC(=O)N1 (stereo unspecified) : aSyn rescue: 2%; D3 ag: -6; D3 antag: -2; Abeta yeast res: -2%; FUS yeast rescue: -7%; TDP-43 yeast inh: 6%; EPAC2 antag: -23%; EPAC2 ag: 1%

These rows are one share of the data; the hit share may differ from the screen's.
